CXCR6 block: inhibitors of human CXCR6 receptor | 0.36% of 360,000 active | CHO-K1 PathHunter CXCR6 beta-arrestin, luminescence | inhibition, % at 20 µM; in the data active = inhibition above about 34%, passing the limit was not always enough;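 also: antagonist mode with CXCL16 agonist at 10 nM final; 0% = 10 nM CXCL16 with DMSO and 100% = unstimulated wells without agonist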
Target sequence (O00574 whole entry, looked up): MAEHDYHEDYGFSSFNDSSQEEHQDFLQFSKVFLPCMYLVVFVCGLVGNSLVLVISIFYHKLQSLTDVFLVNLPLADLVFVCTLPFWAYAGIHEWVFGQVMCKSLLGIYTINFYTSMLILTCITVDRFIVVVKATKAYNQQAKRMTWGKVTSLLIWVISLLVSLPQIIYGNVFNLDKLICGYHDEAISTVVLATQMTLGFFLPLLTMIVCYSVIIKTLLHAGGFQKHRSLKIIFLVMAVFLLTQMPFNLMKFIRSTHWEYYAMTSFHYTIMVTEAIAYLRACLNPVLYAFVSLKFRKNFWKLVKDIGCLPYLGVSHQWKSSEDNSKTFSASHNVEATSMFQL
CCR6 antag: antagonists of human CCR6 receptor. inhibition, % at 20 µM. CHO-K1 CCR6 PathHunter beta-arrestin, luminescence, CCL20-stimulated. 0.49% of 340,000 active. P51684;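 active = compounds whose inhibition of the agonist-driven luminescence signal at 20 µM reaches about 50%, limit read from the data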;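 also: cells stimulated with CCL20 at 14 nM final; plate controls were DMSO with CCL20 for no effect and DMSO without agonist for full effect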
Gli-Sufu antag: antagonists of Gli-Sufu signaling. inhibition, % at 5 µM. 0.74% of 340,000 active. Sufu-KO-LIGHT fibroblasts, Gli luciferase reporter luminescence;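 active = inhibition above about 55%, limit read from the data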;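 also: 0% = DMSO-treated cells and 100% = wells with medium but no cells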
APJ antag: blocks the human apelin receptor APJ. P35414. CHO-K1 APJ beta-arrestin complementation, luminescence. inhibition, % at 20 µM. 0.32% of 330,000 active;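 active = inhibition above about 40% at 20 µM, limit read from the data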;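 also: cells challenged with 10 nM apelin-13 agonist together with compound; plate controls were apelin-13 plus DMSO wells for no effect and DMSO wells lacking apelin-13 for full effect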
Target sequence (P35414 whole entry, looked up): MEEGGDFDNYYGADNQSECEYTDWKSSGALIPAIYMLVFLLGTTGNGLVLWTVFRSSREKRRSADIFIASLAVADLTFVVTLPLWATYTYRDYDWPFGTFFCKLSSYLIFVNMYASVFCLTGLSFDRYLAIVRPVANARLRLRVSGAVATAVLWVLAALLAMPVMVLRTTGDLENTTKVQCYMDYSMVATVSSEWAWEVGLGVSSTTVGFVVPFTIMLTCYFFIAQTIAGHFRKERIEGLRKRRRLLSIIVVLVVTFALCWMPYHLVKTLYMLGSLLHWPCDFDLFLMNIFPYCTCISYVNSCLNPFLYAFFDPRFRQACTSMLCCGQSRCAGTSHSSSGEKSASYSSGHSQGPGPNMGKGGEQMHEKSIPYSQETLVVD
697 NFkB inh: inhibitors of the PMA/ionomycin-induced NF-kB reporter in 697 B cells; 697 B-cell NF-kB luciferase reporter, 16 h; inhibition, % at 4 µM; 0.33% of 330,000 active; AID 435022; in the data active = inhibition above about 35%
Jurkat NFkB inh: lowers PMA/ionomycin-induced NF-kB signal in Jurkat cells | PMA/ionomycin-induced NF-kB luciferase reporter, luminescence | inhibition, % at 4 µM | 0.53% of 330,000 active; in the data active = inhibition above about 50%
UBC13 polyUb: inhibitors of human UBC13 polyubiquitin chain formation; P61088; 0.47% of 330,000 active; inhibition, % at 20 µM; TR-FRET; in the data active = inhibition above about 45%, passing the limit was not always enough
Target sequence (P61088 whole entry, looked up): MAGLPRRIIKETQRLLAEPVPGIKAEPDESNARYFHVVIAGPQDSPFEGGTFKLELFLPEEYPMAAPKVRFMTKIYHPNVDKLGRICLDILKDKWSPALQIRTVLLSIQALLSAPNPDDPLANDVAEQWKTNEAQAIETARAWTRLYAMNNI
EBI2 antag: blocks human EBI2 receptor beta-arrestin signaling | EBI2 beta-arrestin recruitment, luminescence, 7a,25-OHC stimulated | inhibition, % at 5 µM | 0.81% of 360,000 active; in the data active = inhibition above about 38%;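 also: enzyme fragment complementation signal reports receptor beta-arrestin coupling in cells; 0% = agonist plus DMSO wells and 100% = wells without agonist; some results beyond the cut were filed as inactive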
Starred values were filed as active, the others as inactive; x = no result given.

Compound | CXCR6 block | CCR6 antag | Gli-Sufu antag | APJ antag | 697 NFkB inh | Jurkat NFkB inh | UBC13 polyUb | EBI2 antag
CSCC[C@H](NC(=O)C(C)(C)Oc1ccc(Cl)cc1)c1nc2ccccc2[nH]1 | 9 | -20 | -2 | 1 | -2 | -11 | -4 | 6
Cc1nc(CNC(=O)CC2C(=O)NCCN2Cc2cccc(Oc3ccccc3)c2)cs1 (stereo not drawn) | -6 | 8 | 13 | -5 | 5 | 10 | -11 | 7
Cc1ccc(C(=O)C2=C(O)C(=O)N(Cc3cccnc3)C2c2cccc([N+](=O)[O-])c2)o1 (stereo not drawn) | 0 | 23 | -8 | 15 | 8 | 1 | -11 | -4
CCOC(=O)N1CCC(N2CC34C=CC(O3)C(C(=O)Nc3ccc(OCC)cc3)C4C2=O)CC1 (stereo not drawn) | -1 | 6 | -4 | 4 | -2 | -2 | -7 | -11
Cn1c(=O)c2[nH]c(=O)[nH]c2n(C)c1=O | 9 | 4 | 5 | x | x | x | x | -1
CCOC(=O)N1CCN(C(=O)CCCn2c(=O)[nH]c3ccccc3c2=O)CC1 | -7 | -17 | -6 | 12 | 3 | 8 | -22 | -8
C[C@H](NC(=O)c1[nH]cnc1C(=O)Nc1ccon1)c1ccccc1 | -5 | 6 | -10 | 8 | 20 | -3 | -19 | -5
CCN1CCN(C(=O)CN2C(=O)c3ccccc3S2(=O)=O)CC1 | 8 | 8 | -16 | 6 | -4 | 8 | -3 | 2
Cc1noc(C)c1S(=O)(=O)N(C)C[C@H]1Oc2c(NC(=O)Nc3ccccc3)cccc2C(=O)N([C@H](C)CO)C[C@@H]1C | -3 | 7 | -12 | 13 | 21 | 11 | -5 | 4
CCOCC(=O)Nc1cccc(SC)c1 | 5 | 5 | -3 | 7 | -13 | 3 | -11 | -1
O=C(Nc1nnc(CSCc2ccc(F)cc2)s1)c1cccc([N+](=O)[O-])c1 | 7 | 11 | 23 | -3 | -18 | -6 | -10 | 1
CC1CC(C)CN(C(=O)Cn2nnc(-c3ccccc3)n2)C1 (stereo not drawn) | 3 | 6 | -2 | 6 | 4 | -16 | -4 | 1
CC(C)[C@H](NC(=O)N1CCn2c1nc1ccccc12)C(=O)N[C@H](Cc1ccccc1)C(=O)O | 4 | 0 | -1 | 15 | 20 | -2 | -11 | -2
COc1ccc(-c2noc(-c3cccc(Cl)c3)n2)cc1OC | 6 | 13 | -48 | 2 | -57 | -65 | 0 | 11
Cn1c(=O)oc2cc(S(=O)(=O)Nc3ccc(O)cc3)ccc21 | -7 | 3 | 2 | -21 | 6 | -8 | -6 | -5
NS(=O)(=O)c1ccc(NCC2COc3ccccc3O2)c([N+](=O)[O-])c1 (stereo not drawn) | 6 | 25 | -8 | 21 | -11 | -19 | 0 | 2
CC1(C)CC[C@]2(C(=O)n3ccnc3)CC[C@]3(C)[C@H](C(=O)C=C4[C@@]5(C)C=C(C#N)C(=O)C(C)(C)[C@@H]5CC[C@]43C)[C@@H]2C1 | 55* | 57* | 93* | x | x | x | x | 29
c1ccc(CN2CCc3[nH]c4ccccc4c3C2)cc1 | -3 | 11 | 12 | x | x | x | x | -4
CSc1ccc(C#N)cc1NC(=O)c1ccc(Cl)cc1 | -6 | 17 | 4 | 5 | 23 | 3 | 2 | 0
Cc1cc(C)n(-c2nc(NCCCN(C)C)c3c4c(sc3n2)COC(C)(C)C4)n1 | 7 | 10 | 2 | 2 | -10 | 9 | -7 | -22
CCOC(=O)[C@H]1[C@H]2COc3ccc(Cl)cc3[C@@H]2N2C(=O)c3cc(C)ccc3NC(=O)[C@@]12C | 4 | -8 | 1 | -11 | 11 | 4 | -9 | -1
O=C(N/N=C/c1cccs1)c1n[nH]c2c1CCCC2 | 11 | 0 | -15 | -16 | -87 | -17 | -15 | -3
O=C(Cn1cnc2c(OCc3ccccc3)ncnc21)N1CCN(c2ccccn2)CC1 | 6 | 5 | -8 | 3 | -5 | 2 | -4 | -6
CCCCOc1ccc(Nc2nc(C)cc(C)c2C#N)cc1 | 5 | 13 | -4 | 11 | -21 | -12 | 14 | 16
COc1cc(C(=O)Nc2cc(S(=O)(=O)N3CCOCC3)ccc2N2CCOCC2)ccc1OC(F)F | 1 | 13 | -6 | x | x | x | x | -9
COc1ccc(-c2sc3ccccc3c2-c2ccc(O)cc2)cc1 | -4 | 8 | 20 | -6 | 3 | 16 | 28 | 3
Cc1nc2cc(NC(=O)c3ccc(S(=O)(=O)N(C)c4ccccc4)cc3)ccc2o1 | -14 | 15 | -25 | -5 | -18 | -4 | 3 | 20
Cc1sc(NC(=O)CCC(=O)O)c(C#N)c1C | 6 | 3 | 0 | 8 | 1 | 6 | -1 | -10
O=C(OCc1cc(=O)n2c(n1)sc1ccccc12)c1ccc2c(=O)n3c(nc2c1)CCC3 | -5 | 1 | -3 | 8 | 8 | 5 | 0 | -14
Clc1ccc(N2N=C(c3cccs3)CC2c2ccco2)cc1 (stereo not drawn) | -7 | -9 | 6 | 9 | -15 | -17 | 17 | 8
CC1(C)Cc2c(sc(NC(=O)Cc3ccccc3)c2C#N)CO1 | 6 | 12 | 10 | 7 | 41* | 19 | 5 | 0
CCOC(=O)c1ccc(N2CN=C3SCC(=O)N3C2)cc1 | -9 | -23 | -7 | 15 | 3 | -6 | 6 | -2
Cc1cc(C)n2[nH]c(=O)c(N=Nc3cccc(Cl)c3)c2n1 | 11 | 17 | 10 | 20 | 1 | 12 | -70 | -1
O=C(CC1CCCC1)N1CCCC(Nc2cccc(F)c2)C1 (stereo not drawn) | 5 | 3 | 14 | 23 | -15 | -9 | -7 | -5
COc1ccc(NC(=O)CSCC(=O)N(C)CC(=O)Nc2c(C)cccc2C)cc1 | 5 | -5 | -2 | -11 | 25 | -13 | -1 | -9
Cc1ccc2c(c1)[nH]c1c(N3CCN(Cc4ccccc4)CC3)ncnc12 | -7 | -14 | 68* | 2 | 11 | 28 | 11 | 5
O=C(NNS(=O)(=O)c1ccc2ccccc2c1)C1CCN(Cc2ccccc2)CC1 | -4 | -16 | -9 | x | x | x | x | -2
COC(=O)CCC(=O)NC(=S)Nc1ccc(S(=O)(=O)N2CCCC2)cc1 | -1 | -6 | -3 | 18 | -3 | -5 | -14 | -3
CCCCC(NC(=O)COc1cc2c(c3oc(=O)cc(C)c13)CCC(C)(C)O2)C(=O)O (stereo not drawn) | -7 | 2 | -4 | 5 | 0 | 4 | 14 | -10
Cc1ccccc1OCC(=O)OCC(=O)c1ccc(OC(=O)c2ccccc2)cc1 | 3 | 13 | 26 | 32 | 12 | 5 | 3 | 0
COc1ccc(NC(=O)N/C=C/c2ccc(Cl)cc2)cc1 | 6 | 14 | -7 | 17 | 6 | -5 | -3 | 7
Cc1ccc(C2=NC(C(F)(F)F)(C(F)(F)F)c3c(n(-c4ccc(F)cc4)c(=O)[nH]c3=O)N2)cc1 | -7 | -7 | 40 | 6 | -20 | 5 | -5 | -1
O=C(COc1ccccc1)OCC(=O)c1ccc(O)cc1O | 3 | -3 | -11 | 13 | -7 | -7 | 5 | -19
Cc1ccc(S(=O)(=O)N2CCN(C(=O)CN3CCOCC3)C2c2ccccc2)cc1 (stereo not drawn) | -3 | 9 | 3 | 23 | 18 | 9 | 3 | -7
COc1ccc2c(c1OC)C(=O)N1c3cccc(Cl)c3C(=O)OC21 (stereo not drawn) | 1 | 12 | -1 | 23 | 11 | 0 | 0 | -7
CSc1nc2c(c(=O)[nH]c(=O)n2C)n1Cc1ccccc1Cl | 7 | 19 | 0 | 2 | 1 | -12 | -6 | 4
CCCc1ccc(NS(=O)(=O)c2c(C)oc(C)c2C(=O)OC)cc1 | -7 | 10 | -5 | 6 | 3 | 7 | 11 | 2
COc1cc(C2C(C(=O)C(C)(C)C)=C(O)C(=O)N2Cc2ccccc2)ccc1O (stereo not drawn) | -8 | 6 | 4 | 25 | 4 | 2 | -8 | -1
COC(=O)c1cc(NC(=O)c2c(-c3c(Cl)cccc3Cl)noc2C)ccc1N1CCOCC1 | -5 | 5 | -5 | 15 | 1 | 9 | 6 | 18
CC(=O)c1ccccc1OCCOc1ncnc2sccc12 | 10 | 5 | -12 | -3 | 3 | -29 | 4 | 1
Cc1cc(C(=O)Nc2ncn[nH]2)ccc1[N+](=O)[O-] | -6 | 6 | -11 | -6 | -8 | 3 | -9 | -10
COc1ccc(S(N)(=O)=O)cc1C(=O)OCCCOc1ccc(F)cc1 | -17 | 8 | 4 | 1 | -19 | 12 | -6 | 3
Cc1ccc(-c2cnc3ccccc3n2)cc1C | -4 | 10 | -77 | -2 | -236 | -142 | 12 | 9
CCOC(=O)CSC1=C(C#N)C(=O)NC(c2ccc(OC)c(OC)c2)S1 (stereo not drawn) | -6 | 0 | 10 | 12 | 6 | 10 | -10 | -10
O=C(Nc1ccccc1Cl)c1ccc2c(=O)n3c(nc2c1)CCC3 | 1 | 7 | -74 | -5 | -80 | -97 | -4 | 3
Cc1cccn2c(=O)c3cc(S(=O)(=O)c4ccc(F)cc4)c(=N)n(Cc4ccco4)c3nc12 | 12 | 3 | 9 | 21 | -10 | -5 | -7 | 22
CN(C)S(=O)(=O)c1ccc(C(=O)Nc2nnc(-c3ccco3)o2)cc1 | 0 | 15 | 1 | 16 | 3 | 10 | -4 | -5
CC(C)=CCCC1=CCC(/C=N/NC(N)=O)C(C)C1 (stereo not drawn) | -6 | 1 | -2 | 2 | -5 | 12 | 9 | -1
NS(=O)(=O)c1ccc(-c2ccc(C=NC3CCS(=O)(=O)C3)o2)cc1 (stereo not drawn) | 3 | -7 | 5 | -5 | 20 | 6 | -5 | -2
C=CCn1c(SCCNC(C)=O)nc2cc(-c3ccccc3)sc2c1=O | 13 | -3 | -22 | 0 | -13 | -16 | -2 | 19

Next section.
Compound | CXCR6 block | CCR6 antag | Gli-Sufu antag | APJ antag | 697 NFkB inh | Jurkat NFkB inh | UBC13 polyUb | EBI2 antag
Cc1cc(S(=O)(=O)N2CCCC2)ccc1OCC(=O)NCc1ccccn1 | 4 | 15 | 22 | 8 | 13 | 3 | 0 | -3
NC1=NN(c2ccccc2)C(=O)C1 | 13 | 6 | 6 | x | x | x | x | 3
COC(=O)c1cccc(NC(=O)c2cnccn2)c1 | 7 | 0 | 6 | 10 | 1 | -12 | -7 | -1
Cn1c(NCc2ccccc2)nc2c1c(=O)n(Cc1ccccc1)c(=O)n2C | -3 | 24 | 4 | 8 | 13 | -3 | 10 | 1
Cc1ccn2c(/C=N/OCc3cccc(F)c3)c(-c3ccc(Cl)cc3)nc2c1 | 12 | 9 | 4 | 23 | 16 | -5 | 1 | 19
Cc1c(C)c2ccc(OCC(=O)NCCN3CCOCC3)cc2oc1=O | -1 | -2 | 4 | 22 | 14 | 5 | 14 | -2
CCOC1=NS(=O)(=O)c2ccccc21 | -4 | 23 | 4 | -14 | 18 | -2 | 8 | -21
O=C(c1cccc(NS(=O)(=O)c2cccc(F)c2)c1)N1CCN(c2ccccc2)CC1 | -3 | -12 | 15 | -12 | 4 | -1 | 2 | -9
COc1cc(C)ccc1OCC(=O)OCC(=O)c1cc(C)n(CC2CCCO2)c1C (stereo not drawn) | -1 | 12 | 11 | -1 | 20 | -7 | 1 | 8
COc1cc2c(cc1OC)CN(C(=O)COc1ccc(C)c(C)c1)CC2 | -1 | 9 | 1 | 5 | 10 | -6 | 6 | -2
O=C(COc1ccccc1)Nc1c2c(nn1-c1ccccc1)CS(=O)(=O)C2 | -2 | 0 | 9 | 16 | -8 | -3 | 9 | 5

High-throughput results: PubChem BioAssay, Sanford-Burnham Center for Chemical Genomics

An unsorted share of the library; about 3% have a hit in one of these screens.
